UPR XBP1 act: adaptive UPR (XBP1) activation. CHO-XBP1 luciferase reporter, IRE1-XBP1 UPR activation, luminescence; percent of tunicamycin response, DMSO as zero. actives 0.33% (n = 330,000). AID 463104. activation, % at 20 µM;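 active = versus positive control, 20 µM dose yields 30% or more activation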;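 also: 100% = tunicamycin at 10 µg/mL and 0% = DMSO only wells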
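Material: CHO-XBP1 cells stably carrying IRE1-XBP1-driven luciferase reporter / Amount: 1000 cells per well / Compound: 20 µM, 1% DMSO / Times: 6 h treatment, 37 °C / Detection: luciferase luminescence / Measure: % activation of reporter signal versus tunicamycin and DMSO controls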
APJ antagonist: antagonists of human APJ apelin receptor | P35414 | CHO-K1 APJ beta-arrestin complementation, luminescence | inhibition, % at 20 µM | actives 0.32% (n = 330,000) | AID 2521;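 active = inhibition above about 40% at 20 µM, limit read from the data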;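 also: cells challenged with 10 nM apelin-13 agonist together with compound; plate controls were apelin-13 plus DMSO wells for no effect and DMSO wells lacking apelin-13 for full effect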
CXCR6 block: CXCR6 (human) receptor inhibition | CHO-K1 PathHunter CXCR6 beta-arrestin, luminescence | inhibition, % at 20 µM | actives 0.36% (n = 360,000) | AID 602244; in the data active = inhibition above about 34%, passing the limit was not always enough;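 also: antagonist mode with CXCL16 agonist at 10 nM final; 0% = 10 nM CXCL16 with DMSO and 100% = unstimulated wells without agonist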
APJ agonist: APJ receptor agonism | CHO-K1 APJ PathHunter beta-arrestin, luminescence; 0% DMSO wells, 100% apelin | activation, % at 20 µM | actives 0.11% (n = 330,000) | AID 2520;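 active = activation more than six SD over the plate average, tested at 20 µM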;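 also: 0% = DMSO alone and 100% = apelin-13 at 10 nM; some results filed as inactive read as strong as hits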
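assay system = CHO-K1 APJ beta-arrestin complementation cell line | input = cell density 1000 per well | dosing = compound 20 µM once, DMSO 1% | timing = compound 90 min 25 °C, reagent 1 h | measured by = luminescence from split beta-galactosidase complementation, Galacton Star/Emerald II substrate | read-out basis = APJ agonist activity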
tim23-1 inh: growth inhibitors of tim23-1 mutant yeast. S. cerevisiae tim23-1 growth, BacTiter-Glo luminescence, 24 h. inhibition, % at 20 µM. actives 1.3% (n = 330,000). AID 463212;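 active = growth inhibition of the mutant yeast at or above 50%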;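 also: temperature-sensitive mutant grown at 25 °C; plate controls were DMSO-treated mutant yeast for no effect and medium wells lacking yeast for full effect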
Mdm2 MdmX PPI: disrupts the human Mdm2-MdmX interaction. O15151+Q00987. SaOS-2 split-luciferase Mdm2/MdmX complementation, luminescence. inhibition, % at 8 µM. actives 3% (n = 330,000);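 active = inhibition of at least 50% at 8 µM in the primary screen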
Target sequence (O15151 whole entry, looked up): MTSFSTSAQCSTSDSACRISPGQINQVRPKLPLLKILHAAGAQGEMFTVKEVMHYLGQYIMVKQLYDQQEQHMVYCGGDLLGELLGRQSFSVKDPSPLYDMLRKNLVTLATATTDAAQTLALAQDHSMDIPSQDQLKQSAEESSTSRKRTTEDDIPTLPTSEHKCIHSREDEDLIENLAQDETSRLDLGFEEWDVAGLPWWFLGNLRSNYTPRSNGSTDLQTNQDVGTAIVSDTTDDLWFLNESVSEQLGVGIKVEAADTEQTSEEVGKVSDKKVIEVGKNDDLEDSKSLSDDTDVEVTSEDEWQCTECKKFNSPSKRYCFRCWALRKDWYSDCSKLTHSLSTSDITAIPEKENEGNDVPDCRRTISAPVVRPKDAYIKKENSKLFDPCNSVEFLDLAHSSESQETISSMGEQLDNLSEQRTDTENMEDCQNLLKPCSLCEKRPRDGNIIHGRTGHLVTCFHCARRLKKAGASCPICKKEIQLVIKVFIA
Target sequence (Q00987 whole entry, looked up): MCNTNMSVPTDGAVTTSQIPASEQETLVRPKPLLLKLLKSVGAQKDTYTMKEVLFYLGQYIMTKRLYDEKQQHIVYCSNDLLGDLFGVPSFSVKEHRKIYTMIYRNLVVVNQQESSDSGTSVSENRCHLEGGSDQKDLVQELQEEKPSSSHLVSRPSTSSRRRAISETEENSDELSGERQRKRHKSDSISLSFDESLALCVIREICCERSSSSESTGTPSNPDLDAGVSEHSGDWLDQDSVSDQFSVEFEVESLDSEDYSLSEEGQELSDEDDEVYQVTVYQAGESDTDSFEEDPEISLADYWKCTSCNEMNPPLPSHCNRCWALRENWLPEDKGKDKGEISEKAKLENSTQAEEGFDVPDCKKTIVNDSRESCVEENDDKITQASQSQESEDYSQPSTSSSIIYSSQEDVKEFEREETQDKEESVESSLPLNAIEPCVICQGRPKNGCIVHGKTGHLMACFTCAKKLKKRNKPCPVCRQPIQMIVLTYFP
UPR CHOP act: activators of apoptotic arm of unfolded protein response (CHOP) | actives 0.34% (n = 330,000) | CHO-CHOP luciferase reporter, UPR activation, luminescence; percent of tunicamycin response over DMSO baseline | AID 449763 | activation, % at 10 µM;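 active = at 10 µM dose, activation of 40% or more, normalized to positive control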;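 also: 100% = tunicamycin at 10 µg/mL and 0% = DMSO alone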
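System: CHO CHOP reporter cells. Amount: 500 cells per well. Buffer or medium: F12 medium, 10% FBS. Compound dosing: one dose, 10 µM in 0.5% DMSO. Incubation: 6 h compound exposure at 37 °C after overnight seeding. Technique: Steady-Glo luciferase luminescence. Benchmarks: tunicamycin and DMSO controls.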
TIM10 inh: TIM10 yeast growth inhibition; inhibition, % at 10 µM; S. cerevisiae TIM10 strain growth, BacTiter-Glo luminescence, 24 h; actives 1.4% (n = 330,000);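 active = inhibition of 40% or more at the single tested concentration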;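 also: wild-type TIM10 isogenic control strain grown at permissive 25 °C; 0% = DMSO yeast wells and 100% = minimal medium wells without yeast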
tim10-1 inh: tim10-1 yeast growth inhibition. S. cerevisiae tim10-1 ts strain growth, BacTiter-Glo, 24 h. inhibition, % at 20 µM. actives 2.2% (n = 330,000). AID 463190;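 active = inhibition of at least 40%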;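 also: mutant grown at 25 °C; 0% = DMSO wells with yeast and 100% = wells holding no yeast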
Numbers without * were called inactive; / = no result given.

| item | Structure | UPR XBP1 act | APJ antagonist | CXCR6 block | APJ agonist | tim23-1 inh | Mdm2 MdmX PPI | UPR CHOP act | TIM10 inh | tim10-1 inh |
| --- | --- | --- | --- | --- | --- | --- | --- | --- | --- | --- |
| 1 | COc1ccc(S(=O)(=O)N2CCC(C(=O)N3CCOCC3)CC2)cc1 | 3 | -33 | -7 | -5 | -2 | 17 | -1.6 | -4 | 4 |
| 2 | Cc1ccc(CN(Cc2cccnc2)C(=S)Nc2cccc(Cl)c2C)cc1 | -3 | 9 | -1 | -3 | 22 | 16 | -1.1 | 36 | 40 |
| 3 | CCOc1cc(N2CCCC2)ccc1[N+](=O)[O-] | 4 | -7 | 0 | 0 | 10 | 1 | -0.7 | 11 | 14 |
| 4 | CN(Cc1ccccc1)c1nc2c(c(=O)[nH]c(=O)n2C)n1CCCSc1ncccn1 | 1 | 21 | 3 | -1 | 9 | 11 | 0.3 | 17 | 19 |
| 5 | CCN1C(=O)/C(=C\C=C\c2ccccc2[N+](=O)[O-])SC1=S | -4 | -48 | 0 | 4 | 5 | 25 | 3.5 | 15 | -5 |
| 6 | O=C(O)/C=C/C(=O)Nc1ccccc1SC(F)(F)C(F)(F)C(F)(F)F | -3 | 11 | 0 | -4 | -9 | 19 | 2.0 | -6 | 4 |
| 7 | CC1CN(C(=O)c2cc3c(s2)CCC3)CC(C)O1 (stereo unspecified) | -6 | 2 | -3 | -1 | 1 | 15 | 1.4 | 2 | 1 |
| 8 | Cc1cccc(OCC(=O)Nc2ccccc2N2CCCCC2)c1 | -1 | 10 | 3 | -3 | 20 | 12 | -1.7 | -7 | 11 |
| 9 | CC1CCc2sc(C(=O)NCCCn3ccnc3)cc2C1 (stereo unspecified) | -4 | 3 | -7 | 0 | -10 | 8 | 2.5 | -8 | -9 |
| 10 | Cc1ccc2cc(CN(C(=O)c3ccncc3)C(C)C)c(=O)[nH]c2c1 | -6 | 16 | -4 | 1 | 7 | 19 | -0.7 | -7 | 10 |
| 11 | CCc1ccc(CC)c(S(=O)(=O)Nc2ccc(O)c(C(=O)O)c2)c1 | -1 | 11 | -1 | -3 | 6 | 34 | -0.7 | -3 | 9 |
| 12 | CCc1sc(NC(=O)C(C)C)nc1-c1ccccc1 | 2 | 5 | -8 | -2 | 48 | 19 | -1.5 | 18 | 34 |
| 13 | CCOC(=O)c1sc(-c2ccc(C)cc2)c(C#N)c1C | 1 | 15 | 9 | -4 | -5 | -3 | 4.9 | 8 | -2 |
| 14 | O=C(CCn1c(=O)c2cccn2c2cccnc21)NCc1cccc(Cl)c1 | -2 | 4 | 2 | -1 | -3 | 16 | 2.1 | 4 | 8 |
| 15 | Cc1ccc(C)c(NC(=O)c2ccccc2O)c1 | 2 | -13 | -5 | -2 | 34 | 11 | 5.2 | -4 | 5 |
| 16 | Clc1cccc(-c2ccc(CNCc3ccccn3)o2)c1 | -2 | 12 | 1 | 1 | 2 | 4 | -1.7 | 6 | 14 |

14 entries from above, with two lines to a compound.
Screens in order – UPR XBP1 act, APJ antagonist, CXCR6 block, APJ agonist, tim23-1 inh, Mdm2 MdmX PPI, UPR CHOP act, TIM10 inh, tim10-1 inh
(3) CCOc1cc(N2CCCC2)ccc1[N+](=O)[O-]
→ 4, -7, 0, 0, 10, 1, -0.7, 11, 14
(4) CN(Cc1ccccc1)c1nc2c(c(=O)[nH]c(=O)n2C)n1CCCSc1ncccn1
→ 1, 21, 3, -1, 9, 11, 0.3, 17, 19
(5) CCN1C(=O)/C(=C\C=C\c2ccccc2[N+](=O)[O-])SC1=S
→ -4, -48, 0, 4, 5, 25, 3.5, 15, -5
(6) O=C(O)/C=C/C(=O)Nc1ccccc1SC(F)(F)C(F)(F)C(F)(F)F
→ -3, 11, 0, -4, -9, 19, 2.0, -6, 4
(7) CC1CN(C(=O)c2cc3c(s2)CCC3)CC(C)O1 (stereo unspecified)
→ -6, 2, -3, -1, 1, 15, 1.4, 2, 1
(8) Cc1cccc(OCC(=O)Nc2ccccc2N2CCCCC2)c1
→ -1, 10, 3, -3, 20, 12, -1.7, -7, 11
(9) CC1CCc2sc(C(=O)NCCCn3ccnc3)cc2C1 (stereo unspecified)
→ -4, 3, -7, 0, -10, 8, 2.5, -8, -9
(10) Cc1ccc2cc(CN(C(=O)c3ccncc3)C(C)C)c(=O)[nH]c2c1
→ -6, 16, -4, 1, 7, 19, -0.7, -7, 10
(11) CCc1ccc(CC)c(S(=O)(=O)Nc2ccc(O)c(C(=O)O)c2)c1
→ -1, 11, -1, -3, 6, 34, -0.7, -3, 9
(12) CCc1sc(NC(=O)C(C)C)nc1-c1ccccc1
→ 2, 5, -8, -2, 48, 19, -1.5, 18, 34
(13) CCOC(=O)c1sc(-c2ccc(C)cc2)c(C#N)c1C
→ 1, 15, 9, -4, -5, -3, 4.9, 8, -2
(14) O=C(CCn1c(=O)c2cccn2c2cccnc21)NCc1cccc(Cl)c1
→ -2, 4, 2, -1, -3, 16, 2.1, 4, 8
(15) Cc1ccc(C)c(NC(=O)c2ccccc2O)c1
→ 2, -13, -5, -2, 34, 11, 5.2, -4, 5
(16) Clc1cccc(-c2ccc(CNCc3ccccn3)o2)c1
→ -2, 12, 1, 1, 2, 4, -1.7, 6, 14

Carrying on:
| item | Structure | UPR XBP1 act | APJ antagonist | CXCR6 block | APJ agonist | tim23-1 inh | Mdm2 MdmX PPI | UPR CHOP act | TIM10 inh | tim10-1 inh |
| --- | --- | --- | --- | --- | --- | --- | --- | --- | --- | --- |
| 17 | Cc1nc(N2CCCCC2)c2c(-c3cccs3)csc2n1 | -1 | 17 | 0 | -2 | 15 | 14 | -0.5 | 20 | 20 |
| 18 | CC(=O)NCCC(=O)Nc1cc(S(=O)(=O)N2CCCCC2)ccc1N1CCCCC1 | 2 | 13 | -5 | -4 | -1 | 14 | 0.7 | 16 | 8 |
| 19 | CC(=O)c1ccc(N=C2NC(=O)C(CO)(CO)S2)cc1 | -1 | 5 | 2 | -2 | 0 | -12 | -1.2 | -20 | 2 |
| 20 | COC(=O)c1coc(-c2ccc(C)cc2)c1C(=O)OC | 1 | 1 | -1 | -3 | 21 | -4 | 5.1 | 0 | 4 |
| 21 | CCOC(=O)C1=CN(CC)S(=O)(=O)NC1c1ccc2ccccc2c1 (stereo unspecified) | 0 | / | -5 | / | 42 | 19 | 1.3 | 1 | 21 |
| 22 | O=C(O)CN1CCN(Cc2ccc(F)cc2)C1=O | -3 | 9 | 0 | -1 | 5 | 15 | 0.6 | 0 | -2 |
| 23 | O=C(CNS(=O)(=O)c1ccc(Cl)cc1)NNC(=O)c1cccnc1 | -2 | 7 | 1 | -8 | 14 | 3 | 2.4 | 14 | 6 |
| 24 | O=C(NCc1cccs1)C1CC(=O)N(c2ccccc2)C1 (stereo unspecified) | 3 | -12 | -2 | 0 | 14 | 3 | 2.2 | -3 | 19 |
| 25 | CCN(Cc1ccncc1)C(=O)CCc1ccccc1 | -1 | 1 | 4 | 1 | 10 | 17 | 1.1 | 22 | 0 |
| 26 | CCc1c(C(=O)N2CCN(c3ccccc3F)CC2)[nH]c(C)c1C(C)=O | -1 | 7 | -9 | 8 | 30 | 11 | 0.3 | 0 | 20 |
| 27 | COc1ccc(C(CNC(=O)COc2ccccc2)N2CCCCC2)cc1 (stereo unspecified) | -1 | -7 | -2 | -5 | 0 | -26 | 0.5 | -9 | -13 |
| 28 | COc1ccc2sc(N(CCN(C)C)C(=O)c3cc(Cl)sc3Cl)nc2c1 | 0 | -19 | 1 | -8 | 1 | -9 | -0.8 | 8 | 19 |
| 29 | Cc1ccc(S(=O)(=O)N2C(=O)[C@@H]3Cc4ccccc4CN3C2=O)cc1 | -1 | 8 | -3 | 0 | 51* | 21 | -0.4 | 14 | 23 |
| 30 | Cc1cc(C)nc(NCCCc2ccccc2)n1 | -1 | 14 | -1 | 0 | 27 | -20 | 0.7 | 16 | 9 |
| 31 | CCc1nn(CCCC(=O)N2CCc3ccccc3C2)c(=O)c2cc3occc3n12 | -1 | 15 | 0 | -4 | 12 | -6 | -1.0 | 7 | 3 |
| 32 | Cc1ccccc1NC(=O)CSc1nc(O)cc(=O)n1C | 0 | -13 | 0 | -3 | 11 | -14 | 1.7 | 8 | 2 |
| 33 | O=[N+]([O-])c1cnc2ccccn12 | -4 | 2 | 6 | 0 | -8 | 18 | -3.5 | -3 | -5 |
| 34 | COc1ccc(N=C2SC(C(=O)N3CCN(c4ccccc4)CC3)CC(=O)N2C)cc1 (stereo unspecified) | -1 | 24 | -1 | -6 | 6 | 5 | 1.4 | -4 | -2 |
| 35 | COc1ccc(CNC(=O)Cc2ccc(-c3ccccc3)cc2)cc1OC | -1 | -8 | -7 | -3 | 16 | 31 | 0.6 | 1 | 15 |
| 36 | O=C1N/C(=N/S(=O)(=O)c2ccccc2)S/C1=C/c1cccnc1 | -4 | 13 | -3 | -3 | 9 | 23 | -0.4 | 9 | 7 |
| 37 | CCc1nc(C(N)=O)c2[nH]c(=O)n(-c3ccccc3F)c2n1 | -2 | 8 | -4 | -1 | -5 | 30 | -1.5 | 6 | 9 |
| 38 | CCc1nc(NCC2CCCN2CC)c2nnn(Cc3ccccc3F)c2n1 (stereo unspecified) | -1 | -6 | 0 | 2 | 12 | 8 | -0.5 | 9 | 23 |
| 39 | COCCOC(=O)c1cc(C(=O)c2cc(Cl)ccc2O)coc1=N | -2 | 8 | 0 | -5 | 9 | 4 | -0.7 | -2 | -2 |
| 40 | COC(=O)CCCCC1SCC(NC(=O)c2ccccc2)C1=O (stereo unspecified) | -3 | 2 | -1 | -1 | 21 | 15 | -2.6 | 4 | 26 |
| 41 | C=CCn1c(O)c(N=NC(=S)Nc2ccc(OC)c(Cl)c2)c2ccccc21 | -1 | -38 | 4 | 11 | 19 | 34 | 3.5 | 16 | 13 |
| 42 | COc1ccc(CCNC(=O)CCOc2ccc(C)cc2)cc1OC | -4 | -14 | 0 | 9 | 16 | -11 | -1.2 | 7 | 18 |
| 43 | COCCCNC(=O)c1cccc2c(=O)c(C)c(-c3ccccc3)oc12 | 1 | -14 | -2 | 1 | 16 | -4 | 0.8 | -11 | 4 |
| 44 | CCOCCCNC(=O)c1cc2c(=O)n3cccc(C)c3nc2n1C | 16 | 8 | 8 | 0 | 23 | 44 | -0.6 | -7 | 1 |
| 45 | O=C(N/N=C/c1ccc(O)c([N+](=O)[O-])c1)C(O)(c1ccccc1)c1ccccc1 | -4 | 28 | 14 | -6 | 10 | 15 | -1.3 | 9 | 5 |
| 46 | C=CCn1c(SCC(=O)Nc2ccc(OC)cc2)nc2ccccc2c1=O | -5 | -1 | 1 | 3 | -5 | -6 | 2.4 | -16 | -10 |
| 47 | CCOC(=O)c1cnc(COc2ccccc2Cl)[nH]c1=O | 1 | -22 | -8 | 2 | 16 | -1 | 0.3 | -24 | -15 |
| 48 | CCN(C(=O)c1cc2ccccc2oc1=O)c1ccccc1 | 2 | -32 | -12 | -3 | 18 | -86 | 0.0 | 5 | 11 |
| 49 | O=C(CSc1nc(O)cc(=O)n1-c1ccc(Cl)c(Cl)c1)Nc1ccc(Cl)cc1Cl | -1 | 12 | 5 | -1 | -5 | -12 | 0.4 | 16 | -2 |

Source: PubChem (Sanford-Burnham Center for Chemical Genomics)

An excerpt, so the mix of outcomes need not match the whole.
